Cardiac RTF inh: cardiac RTF calcium desensitization | P19429+P45379 | IANBD-labeled cardiac RTF, Ca2+ fluorescence | inhibition, % at 7.15 µM | hit rate 0.12% among 340,000;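 active = inhibition above the mean inhibition of all tested compounds plus 3 SD, cut at about 17% in these data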;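 also: assay run at fixed EC70 calcium of 1.6 mM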
CAL PDZ FP-1: human CAL PDZ-peptide interaction inhibition; Q9HD26; purified CAL PDZ, TMR-peptide fluorescence polarization, 1 h; inhibition, % at 20 µM; hit rate 0.02% among 330,000; AID 504414;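 active = highest replicate inhibition of at least 40%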;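 also: plate controls were DMSO neutral control wells for no effect and unlabeled competitor peptide control wells for full effect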
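Material: tagged CAL PDZ domain; buffer or medium: 25 mM sodium phosphate pH 7.4, 150 mM NaCl, TCEP, IgG, Thesit; compound dosing: single point, 20 µM; schedule: 1 h incubation at room temperature before polarization reading; measured by: FP readout, S and P plane fluorescence; read-out basis: percent inhibition from loss of millipolarization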
NSD2 HMT inh: inhibitors of human histone methyltransferase NSD2. NSD2 peptide methylation, AlphaScreen, 120 min. O96028. inhibition, % at 12.5 µM. hit rate 0.54% among 310,000; in the data active = inhibition above about 50%
DAGLB inh: diacylglycerol lipase beta (human) inhibition. Q8NCG7. HEK293T DAGLB membrane lysate, EnzChek fluorogenic substrate. inhibition, % at 5.17 µM. hit rate 0.059% among 340,000. AID 504411; in the data active = inhibition above about 34%;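 also: 0% = enzyme with vehicle and 100% = wells lacking enzyme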
Target sequence (Q8NCG7 whole entry, looked up): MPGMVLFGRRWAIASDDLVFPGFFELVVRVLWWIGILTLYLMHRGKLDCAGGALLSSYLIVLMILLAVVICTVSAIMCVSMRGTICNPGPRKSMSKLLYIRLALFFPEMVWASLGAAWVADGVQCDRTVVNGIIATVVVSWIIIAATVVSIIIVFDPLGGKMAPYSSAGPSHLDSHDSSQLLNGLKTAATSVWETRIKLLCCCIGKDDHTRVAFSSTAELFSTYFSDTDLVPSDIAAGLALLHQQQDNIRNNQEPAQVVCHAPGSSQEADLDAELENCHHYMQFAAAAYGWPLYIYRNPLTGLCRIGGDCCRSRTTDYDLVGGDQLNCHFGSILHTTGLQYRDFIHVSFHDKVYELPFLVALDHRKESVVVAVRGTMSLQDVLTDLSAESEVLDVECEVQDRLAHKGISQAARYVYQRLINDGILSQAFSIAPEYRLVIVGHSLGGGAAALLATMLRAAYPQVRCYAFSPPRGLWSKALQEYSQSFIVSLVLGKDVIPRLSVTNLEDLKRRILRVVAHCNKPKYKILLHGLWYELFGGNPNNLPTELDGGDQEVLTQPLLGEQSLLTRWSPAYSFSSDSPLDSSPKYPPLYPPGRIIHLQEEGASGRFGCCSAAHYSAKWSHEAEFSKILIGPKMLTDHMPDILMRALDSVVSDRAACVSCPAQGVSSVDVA
Keap1-Nrf2 PPI: inhibitors of human Keap1-Nrf2 protein-protein interaction; Q14145; Keap1 Kelch-Nrf2 peptide fluorescence polarization, 1536-well; inhibition, % at 9.4 µM; hit rate 0.15% among 340,000; AID 504523; in the data active = inhibition above about 12%;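 also: human Keap1 Kelch domain with fluorescein labeled Nrf2 9mer peptide probe; 0% = neutral control wells and 100% = peptide positive control; higher means more block of Keap1 binding to Nrf2 peptide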
Arrestin-AP2 inh: blocks beta-arrestin peptide binding to AP2 adaptin; FITC-arrestin peptide / GST-AP2 beads, flow cytometry; AP2 beta2 appendage carries R879A mutation; hit rate 0.31% among 340,000; inhibition, % at 10 µM; AID 504490;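 active = inhibition above a set limit, near 3 SD of compounds lacking own fluorescence, cut at about 54% in these data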;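 also: plate controls were DMSO wells for no effect and 5 µM unlabelled arrestin peptide for full effect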
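System: GST-tagged AP2 beta2-adaptin appendage (R879A) on 4 µm glutathione beads / Reagent: FITC-arrestin peptide, 50 nM / Detection: HyperCyt-sampled flow cytometry, FL1 channel, ex 488/em 535 nm / Timing: 12 min plus 1 h, RT / Buffer or medium: PBS plus Tween 20 (0.05%) and BSA (0.1%)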
CAL PDZ FP-2: inhibitors of human CAL PDZ peptide binding; AID 602252; hit rate 0.92% among 300,000; Q9HD26; purified CAL PDZ, TMR-peptide fluorescence polarization, 1 h; inhibition, % at 24.9 µM;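 active = mean inhibition of at least 30% with at least half of replicates also reaching 30%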;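 also: 0% = DMSO neutral control and 100% = excess unlabeled competitor peptide PRC23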
LANA DNA inh: inhibitors of KSHV LANA C-terminal domain DNA binding; MBP-C-LANA/FAM-LBS DNA binding, fluorescence polarization; inhibition, % at 9 µM; hit rate 0.078% among 340,000;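 active = highest replicate inhibition at or above 60% at 9 µM, even if other replicates fall short; inactive = all replicates below 60% inhibition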;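 also: 0% = neutral control wells and 100% = 4 µM acridine orange control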
V-ATPase pH: yeast V-ATPase proton transport regulation by pHLuorin; S. cerevisiae, pHLuorin cytosolic pH fluorescence; response, % at 10 µM; hit rate 0.37% among 350,000; AID 504577; in the data active = response mostly above about 7.3%, no sharp cut-off; inactive = mostly below about 5.4%; also: actives read high; inactives centre near 0; some compounds called inactive have numbers as strong as hits; reference of the scale not given here
Pemphigus Ab inh: blocks pemphigus antibody binding to human desmoglein-3; DSG3-coupled beads, scFv-anti-DSG3-GFP binding, flow cytometry; hits give low values; binding (percent of control), % at 10 µM; hit rate 0.48% among 310,000;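 active = binding more than 3 SD below its plate's average and above zero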;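 also: hits lower antibody fragment binding to DSG3; some compounds called inactive have numbers as strong as hits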
The depositor's hits bear a star; . = not tested or not shown.

SMILES	Cardiac RTF inh	CAL PDZ FP-1	NSD2 HMT inh	DAGLB inh	Keap1-Nrf2 PPI	Arrestin-AP2 inh	CAL PDZ FP-2	LANA DNA inh	V-ATPase pH	Pemphigus Ab inh
Cc1ccccc1-c1nc(C#N)c(N2CCCCC2)o1	-1	-1.4	1	-12	2	-15	-4	-1.6	1	101
O=C(/C=C/c1ccccc1Cl)Nc1cccc(O)c1	-2	-3.7	1	4	-2	11	-5	0.8	3	95
O=C(CSc1nnc(-c2ccccn2)o1)Nc1ccccc1	-5	-0.9	-1	-3	-2	12	-1	0.4	5	104
Cc1cccc(C(=O)N2CCN(c3ccccn3)CC2)c1	-4	-1.8	0	-2	-7	9	-2	-0.3	3	98
CCc1ccc(OCC(=O)N2CC(C(=O)OC)Oc3ccccc32)cc1 (stereo not given)	2	-0.9	-3	-5	-6	4	-2	-3.0	4	94
c1ccc(C(c2ccccc2)N2CCN(Cc3nnnn3C3CCCC3)CC2)cc1	4	-5.4	0	-6	-4	4	1	0.1	-4	102
O=C(O)c1cn(-c2ccccc2)c(=O)c2ccccc12	11	-1.9	1	0	-3	1	-1	2.2	-1	109
CCOC(=O)C1(Cc2ccccc2C)CCCN(C(=O)CN2C(=O)CSC2=O)C1 (stereo not given)	0	-1.6	4	-2	1	34	-3	-0.4	-3	109
Cc1occc1-c1nnc(SCC(=O)NC2CCCC2)n1-c1ccccc1	-4	0.3	1	1	-4	-3	.	-0.4	3	95
Cc1ccccc1NS(=O)(=O)c1ccc(OCC(=O)NCc2ccccn2)cc1	1	-1.2	-2	-4	0	-3	.	2.1	2	79
Cc1ccccc1OC(C)C(=O)Nc1cccnc1 (stereo not given)	-1	-2.0	-4	1	-1	35	-3	3.2	-1	100
O=C(COC(=O)/C=C/c1ccc(F)cc1)Nc1cccc(S(=O)(=O)N2CCCC2)c1	-3	-0.8	-1	-3	-1	-25	-6	0.0	-3	94
COc1ccc(/C=N/Nc2cc(=O)n(C)c(=O)n2C)cc1OC	12	2.1	44	-1	2	36	-6	3.6	1	93
CCc1ccc(NC(=S)N2CCN(S(=O)(=O)c3ccccc3)CC2)cc1	-1	-2.4	4	-2	-4	1	-2	-0.4	4	112
Cc1ccc(C(=O)N(Cc2cccnc2)Cc2cc3cc(C)ccc3n3nnnc23)cc1	-1	-1.2	0	-1	5	20	.	0.4	0	103
O=C(Nc1ccccc1)N1CCN(c2nc(-c3ccccc3)ns2)CC1	7	-1.2	-5	-2	-1	36	-2	0.8	-1	.
COc1ccc(Cn2nnnc2CN(Cc2cc3cc(C)ccc3[nH]c2=O)C2CCCC2)cc1	-3	-2.4	-1	-1	-13	35	-5	-2.6	-1	.
CN(C)C(=O)c1cn(-c2ccccc2)nc1-c1cc2ccccc2oc1=O	9	-1.1	-14	-2	0	10	1	0.0	2	99
COc1ccc(N(C(=O)c2snc(C(N)=O)c2N)C(C(=O)NC2CCCC2)c2ccco2)cc1 (stereo not given)	-2	-2.3	2	-1	-2	-2	-3	2.6	-2	101
O=C(Oc1c(-c2ccccc2)oc2ccccc2c1=O)c1ccccc1	-2	.	-3	-6	-3	8	-3	-0.6	0	102
Cc1ccc2c(c1)C1CC(C)(O2)N(c2cccc(C(=O)NC3CCN(Cc4ccccc4)CC3)c2)C(=O)N1 (stereo not given)	-8	-0.4	2	2	3	4	-4	1.0	-1	97
c1ccc2c(N3CCCCCC3)nc(-c3ccncc3)nc2c1	-14	-1.2	-2	-4	1	6	-4	-2.2	8	107
COCCN(C(=O)CCC(=O)Nc1cc(C)on1)C(C(=O)NC1CCCC1)c1ccccc1F (stereo not given)	-6	-0.1	-3	-2	6	2	.	-1.1	-6	.
Cc1c(Nc2ccc3nonc3c2[N+](=O)[O-])c(=O)n(-c2ccccc2)n1C	6	0.4	0	1	0	11	-1	-0.6	-1	99
O=C1C2C3C=CC(CC3)C2S(=O)(=O)C2C3C=CC(CC3)C12 (stereo not given)	.	.	-6	-2	.	.	.	.	5	105

12 of the compounds above, with two lines to a compound:
Every second line gives: Cardiac RTF inh, CAL PDZ FP-1, NSD2 HMT inh, DAGLB inh, Keap1-Nrf2 PPI, Arrestin-AP2 inh, CAL PDZ FP-2, LANA DNA inh, V-ATPase pH, Pemphigus Ab inh
> CCc1ccc(NC(=S)N2CCN(S(=O)(=O)c3ccccc3)CC2)cc1
  -1, -2.4, 4, -2, -4, 1, -2, -0.4, 4, 112
> Cc1ccc(C(=O)N(Cc2cccnc2)Cc2cc3cc(C)ccc3n3nnnc23)cc1
  -1, -1.2, 0, -1, 5, 20, ., 0.4, 0, 103
> O=C(Nc1ccccc1)N1CCN(c2nc(-c3ccccc3)ns2)CC1
  7, -1.2, -5, -2, -1, 36, -2, 0.8, -1, .
> COc1ccc(Cn2nnnc2CN(Cc2cc3cc(C)ccc3[nH]c2=O)C2CCCC2)cc1
  -3, -2.4, -1, -1, -13, 35, -5, -2.6, -1, .
> CN(C)C(=O)c1cn(-c2ccccc2)nc1-c1cc2ccccc2oc1=O
  9, -1.1, -14, -2, 0, 10, 1, 0.0, 2, 99
> COc1ccc(N(C(=O)c2snc(C(N)=O)c2N)C(C(=O)NC2CCCC2)c2ccco2)cc1 (stereo not given)
  -2, -2.3, 2, -1, -2, -2, -3, 2.6, -2, 101
> O=C(Oc1c(-c2ccccc2)oc2ccccc2c1=O)c1ccccc1
  -2, ., -3, -6, -3, 8, -3, -0.6, 0, 102
> Cc1ccc2c(c1)C1CC(C)(O2)N(c2cccc(C(=O)NC3CCN(Cc4ccccc4)CC3)c2)C(=O)N1 (stereo not given)
  -8, -0.4, 2, 2, 3, 4, -4, 1.0, -1, 97
> c1ccc2c(N3CCCCCC3)nc(-c3ccncc3)nc2c1
  -14, -1.2, -2, -4, 1, 6, -4, -2.2, 8, 107
> COCCN(C(=O)CCC(=O)Nc1cc(C)on1)C(C(=O)NC1CCCC1)c1ccccc1F (stereo not given)
  -6, -0.1, -3, -2, 6, 2, ., -1.1, -6, .
> Cc1c(Nc2ccc3nonc3c2[N+](=O)[O-])c(=O)n(-c2ccccc2)n1C
  6, 0.4, 0, 1, 0, 11, -1, -0.6, -1, 99
> O=C1C2C3C=CC(CC3)C2S(=O)(=O)C2C3C=CC(CC3)C12 (stereo not given)
  ., ., -6, -2, ., ., ., ., 5, 105

(listing goes on)
SMILES	Cardiac RTF inh	CAL PDZ FP-1	NSD2 HMT inh	DAGLB inh	Keap1-Nrf2 PPI	Arrestin-AP2 inh	CAL PDZ FP-2	LANA DNA inh	V-ATPase pH	Pemphigus Ab inh
Cc1c(C(=O)N/N=C/c2ccccc2)[nH]c2c([N+](=O)[O-])cccc12	-1	0.2	-3	-2	-2	38	.	2.2	1	113
CN(Cc1ccccc1)C(=O)COc1cc(Cl)ccc1Cl	-2	-0.9	-6	-7	-5	-18	-9	0.6	3	94
CC(C(=O)Nc1sc2c(c1C(=O)NCC1CCCO1)CCC2)N1C(=O)c2ccccc2C1=O (stereo not given)	-3	-1.0	2	-2	-4	-9	-1	0.6	-2	105
COc1ccc(CC(=O)Oc2ccccc2Cl)cc1S(=O)(=O)N1CCOCC1	-11	-2.2	-3	2	-9	0	-3	2.0	-2	108
COC(=O)[C@H](Cc1ccccc1)N(Cc1ccccc1)S(=O)(=O)N(Cc1ccccc1)[C@@H](Cc1ccccc1)C(=O)OC	-5	-0.1	.	-25	-5	1	1	-2.7	3	105
N#CCCN1CCN(S(=O)(=O)c2ccc(S(=O)(=O)NCc3ccccc3)cc2)CC1	-7	0.0	.	-3	-1	10	.	1.2	-4	106
O=S(=O)(NC1CCCCC1)c1ccc(-c2csnn2)s1	-11	-2.9	-3	-2	1	0	-2	-0.1	-3	101
CCn1c(SC2CCOC2=O)nnc1-c1ccc(Cl)cc1 (stereo not given)	0	-2.2	1	-2	-2	-1	-1	0.0	2	93
CCN(c1cccc(C)c1)S(=O)(=O)c1ccc(-c2coc(C)n2)cc1	-3	-1.6	-3	-3	-4	-3	-1	-0.7	5	104
CCOC(=O)C1(CC)NC(c2ccco2)C2C(=O)N(C)C(=O)C21 (stereo not given)	-3	0.2	-1	0	-5	-1	-2	-0.7	0	.
Cc1cc(C)cc(C(=O)NN2CCOCC2)c1	-14	-1.1	-2	0	2	19	-3	-0.3	-1	79
O=C(CCS(=O)(=O)c1ccccc1)NC12CC3CC(CC(C3)C1)C2	1	0.0	2	2	3	9	-3	-0.8	5	100
CC1COc2ccccc2N1C(=O)c1ccccc1Cl (stereo not given)	0	0.0	-1	-5	-7	4	10	0.4	-4	95
Cc1ccc(NC(=O)N2CCCCCC2)c(C)c1	-10	-3.7	-6	2	0	-7	-7	-0.5	-5	109
Cc1ccc(NC(=O)CSc2nnc(-c3ccco3)n2N)cc1F	2	-1.4	-4	-2	2	29	0	-0.3	-2	102
CC(=O)Nc1ccc(NC(=O)CSc2nnc(-c3ccccc3)n2Cc2ccc3c(c2)OCO3)cc1	-8	-3.0	17	2	-1	6	1	-0.8	-5	98
Cc1onc(-c2ccccc2)c1C(=O)N/N=C/c1ccc([N+](=O)[O-])s1	0	0.6	10	4	-2	-9	-4	-0.3	-2	95
S=C1CCC(c2ccc(Cl)cc2)=NN1c1ccccc1	0	0.7	3	-4	-7	0	.	0.6	-1	117
Cc1ccccc1-c1nc(CS(=O)CC(=O)NCCCN(C)c2ccccc2)c(C)o1 (stereo not given)	-7	0.3	21	-2	-4	7	-2	-0.8	2	102
Oc1ccc(N=Cc2ccc(O)c(O)c2)cc1	-8	0.5	.	9	-1	14	4	0.9	7	94
Cn1c(SCC(=O)c2ccc3c(c2)OCO3)nnc1-c1ccccn1	-8	-1.0	-2	-1	2	0	-1	-1.3	-3	111
COC(=O)[C@]12C(=O)NC[C@H](CN1c1ccc(Cl)c(C)c1)N2C	-3	0.1	.	-3	2	21	0	0.0	2	104
COc1ccc(-n2c(-c3ccc(Br)cc3)c[n+]3c2SC(C)C3)cc1 (stereo not given)	-12	-0.4	1	2	-3	2	-2	-1.7	-1	100
Cn1c(SCC(=O)Nc2ccccc2F)nnc1-c1cccnc1	-6	0.5	.	-1	-5	5	0	0.7	-1	109
O=S(=O)(c1ccccc1)c1nc(-c2ccco2)oc1NCCCN1CCOCC1	2	-1.4	1	0	-1	-4	2	1.0	2	.

Record cards, from the list above:
Entry for CCOC(=O)C1(Cc2ccccc2C)CCCN(C(=O)CN2C(=O)CSC2=O)C1 (stereo not given) = Cardiac RTF inh = 0; CAL PDZ FP-1 = -1.6; NSD2 HMT inh = 4; DAGLB inh = -2; Keap1-Nrf2 PPI = 1; Arrestin-AP2 inh = 34; CAL PDZ FP-2 = -3; LANA DNA inh = -0.4; V-ATPase pH = -3; Pemphigus Ab inh = 109
Entry for COc1ccc(/C=N/Nc2cc(=O)n(C)c(=O)n2C)cc1OC = Cardiac RTF inh = 12; CAL PDZ FP-1 = 2.1; NSD2 HMT inh = 44; DAGLB inh = -1; Keap1-Nrf2 PPI = 2; Arrestin-AP2 inh = 36; CAL PDZ FP-2 = -6; LANA DNA inh = 3.6; V-ATPase pH = 1; Pemphigus Ab inh = 93

Some of the compounds tested (hit frequency here may not be typical).
